# Salmonella PhoP GFP – Inhibition of PhoP regulon, Salmonella typhi GFP reporter cells, confirmation, 4 h (AID 1850). inhibition, % at 50 µM, or IC50 in µM where a hit was titrated. 0.33% of 310,000 active. Salmonella Typhi PhoP-promoter GFP reporter, fluorescence, 4 h; higher % means a stronger effect; in the data active means a potency from the dose series; inconclusive means inhibition mostly from about 25% at the one dose, without a potency; inactive means the rest, 99 in 100 with inhibition below about 19%;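 further: 0% = induced wells with vehicle and 100% = uninduced wells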
# M. tuberculosis – growth inhibition of non-replicating M. tuberculosis (AID 488890); 0.39% of 320,000 active; Mycobacterium tuberculosis non-replicating, growth inhibition; higher % means a stronger effect; inhibition, % at 25 µM, or IC50 in µM where a hit was titrated; in the data active means a potency from the dose series; inconclusive means inhibition mostly from about 82% at the one dose, without a potency; inactive means the rest, 99 in 100 with inhibition below about 76%;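 further: plate controls were DMSO cells for no effect and high antibiotic wells for full effect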
# influenza NS1A – NS1A inhibition, H1N1 influenza, cell based functional assay (AID 504329); NS1A functional cell-based assay, percent inhibition; higher % means a stronger effect; one-dose inhibition, % at 12.5 µM; IC50 in µM for titrated hits; 0.3% of 340,000 active; in the data active means a potency from the dose series; inconclusive means inhibition above about 27% without an active follow-up result; further: strong numbers were not always called active
# H37Rv inhibition – M. tuberculosis growth inhibition, HTS (AID 449762). M. tuberculosis H37Rv growth inhibition, 7H9 media; higher % means a stronger effect. inhibition, % at 25 µM, or IC50 in µM where a hit was titrated. 0.59% of 330,000 active; in the data active means a potency from the dose series; inconclusive means inhibition above about 70% without an active follow-up result;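 further: bacterial growth assessed after seven days of incubation; strong numbers were not always called active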
# inhibitors of VEEV – inhibitors of VEEV TC-83 cytopathic effect, confirmation, Vero cells (AID 588727); Vero cells, VEEV TC-83 cytopathic effect inhibition; higher % means a stronger effect; inhibition, % at 20 µM; hits with a dose series show IC50 in µM; 0.13% of 350,000 active; in the data active means a potency from the dose series; inconclusive means inhibition mostly from about 14% at the one dose, without a potency; inactive means the rest, 99 in 100 with inhibition below about 12%; further: strong numbers were not always called active
# inhibitors of VEEV 10K pilot screen – also measured in inhibitors of VEEV; calls as there; inhibition, %; measured here: 10K pilot screen inhibition
# * hit, by the source's call; i = inactive; ? = inconclusive; nt = not tested or not shown; & = joins results of further samples.
SMILES,Salmonella PhoP GFP,M. tuberculosis,influenza NS1A,H37Rv inhibition,inhibitors of VEEV,others
O=C(O)c1ccccc1C(=O)Nc1nc(-c2ccc3ccccc3c2)cs1,0%,10%,0%,10%,1.3%,
Clc1ccc(C(Cn2ccnc2)OCc2csc3c(Cl)cccc23)c(Cl)c1 (stereo not drawn),-3%,?,-5%,16µM*,5.7%,
O=[N+]([O-])c1ccc(-c2ccn[nH]2)o1,21%,77%,-2%,?,i,
NCc1cc2c3c(c1)CCCN3CCC2,-1%,2%,4%,0%,1.4%,
COc1ccc(C(=O)CSc2nnc(CNC(=O)c3ccc(S(=O)(=O)N(C)C)cc3)o2)cc1,-6%,10%,-3%,-2%,8.3%,
O=C(Nc1ccc(F)cc1F)c1c(C(F)(F)F)ccnc1Oc1ccc(Cl)cc1,6%,-1%,-2%,-3%,1.2%,
COc1cccc(-c2c(C(=O)N/N=C/c3ccc(C)o3)nnn2-c2nonc2N)c1,8%,9%,6%,8%,2.8%,
C/C(=N\NC(=S)NCc1ccccc1)c1ccc(C)o1,7%,?,3%,55%,0.4%,
COc1ccc(-n2nnc3c(=O)n(CC(=O)N4CCCC4)cnc32)cc1,-2%,-18%,-6%,-1%,0.4%,
CCOC(=O)c1ccc(NC2=CC(=O)C(=O)c3ccccc32)cc1,0%,9.9µM*,9%,32µM*,i,
CCOc1ccc(OCC)c(S(=O)(=O)NCc2ccccn2)c1,10%,-8%,-5%,-1%,0.7%,
COc1cccc(CNC(=O)C2CCN(S(=O)(=O)c3cccs3)CC2)c1,-8%,9%,4%,2%,0.2%,

# Random excerpt: two records from the list.
SMILES,Salmonella PhoP GFP,M. tuberculosis,influenza NS1A,H37Rv inhibition,inhibitors of VEEV,others
O=[N+]([O-])c1ccc(-c2ccn[nH]2)o1,21%,77%,-2%,?,i,
COc1ccc(-n2nnc3c(=O)n(CC(=O)N4CCCC4)cnc32)cc1,-2%,-18%,-6%,-1%,0.4%,

# Ordered by heavy-atom count (lowest first): seven of the compounds above.
SMILES,Salmonella PhoP GFP,M. tuberculosis,influenza NS1A,H37Rv inhibition,inhibitors of VEEV,others
O=[N+]([O-])c1ccc(-c2ccn[nH]2)o1,21%,77%,-2%,?,i,
NCc1cc2c3c(c1)CCCN3CCC2,-1%,2%,4%,0%,1.4%,
CCOc1ccc(OCC)c(S(=O)(=O)NCc2ccccn2)c1,10%,-8%,-5%,-1%,0.7%,
COc1ccc(-n2nnc3c(=O)n(CC(=O)N4CCCC4)cnc32)cc1,-2%,-18%,-6%,-1%,0.4%,
Clc1ccc(C(Cn2ccnc2)OCc2csc3c(Cl)cccc23)c(Cl)c1 (stereo not drawn),-3%,?,-5%,16µM*,5.7%,
COc1cccc(-c2c(C(=O)N/N=C/c3ccc(C)o3)nnn2-c2nonc2N)c1,8%,9%,6%,8%,2.8%,
COc1ccc(C(=O)CSc2nnc(CNC(=O)c3ccc(S(=O)(=O)N(C)C)cc3)o2)cc1,-6%,10%,-3%,-2%,8.3%,

# Continued.
SMILES,Salmonella PhoP GFP,M. tuberculosis,influenza NS1A,H37Rv inhibition,inhibitors of VEEV,others
O=C(O)c1cc(NCc2ccccc2C(F)(F)F)ccc1N1CCOCC1,1%,-11%,0%,-2%,0.8%,inhibitors of VEEV 10K pilot screen=2.0
O=C(NC1CCCC1)C1CCN(C(=O)Nc2cccc(Cl)c2)CC1,2%,-8%,4%,-3%,0.4%,
COc1ccc(/C=C/C(=O)Nc2cccnc2)cc1OC,4%,-21%,2%,-5%,6.2%,
CC(=O)Nc1ccc(NC(=O)CSc2nnc(NC(=O)c3ccc(Br)o3)s2)cc1,-10%,2%,7%,-20%,4.6%,
Cc1cc(NC(=O)c2c(F)cccc2F)n(-c2nc3ccccc3[nH]2)n1,1%,nt,-3%,?,i,
CC(NC(=O)C1CCC(CNc2c(N3CCCCC3)c(=O)c2=O)CC1)c1ccccc1 (stereo not drawn),-4%,-8%,3%,-12%,0.4%,
O=C(N/N=C/c1cccc(O)c1)c1ccc(COc2ccccc2Br)cc1,-2%,44%,0%,12%,3.6%,
N#CCSc1nc2ccc(N3CCCCC3)cc2c(=O)n1Cc1ccccc1,-18%&-5%,10%,-18%,6%,0.1%,
COc1ccc(-n2ncc3c(NCc4ccco4)ncnc32)cc1,-5%,14%,27%,11%,i,
COc1ccc(OCCSc2nc(C)nc3ccccc23)cc1,-11%,?,1%,31%,7.6%,
COc1ccccc1/C=C/C(=O)NCC(=O)N/N=C(/C)c1ccc(Cl)cc1,4%,-16%,-1%,3%,4.2%,
Cc1ccc(C(=O)N2N=C(c3ccc(NS(C)(=O)=O)cc3)CC2c2cccs2)cc1 (stereo not drawn),-5%,22%,-5%,12µM*,2.4%,
O=S(=O)(Nc1ccc2c(c1)OCCO2)c1c(F)cccc1F,3%,7%,-2%,1%,3.0%,
O=C(c1ccc(S(=O)(=O)N2CCOCC2)cc1)N1CCN(S(=O)(=O)c2ccc(Cl)s2)CC1,-4%,3%,-3%,4%,0.1%,
COc1cc2c(cc1OC)CN(C(=O)CCNS(=O)(=O)c1ccccc1F)CC2,-4%,0%,-11%,-2%,4.0%,
Cc1ccc2oc(-c3cccc(NC(=S)NC(=O)c4cccs4)c3)nc2c1,-13%,-15%,30%,-10%,0.4%,
Cc1ccc(S(=O)(=O)N2CCCC2C(=O)NCCc2nc3ccccc3[nH]2)cc1 (stereo not drawn),-7%,7%,-7%,nt,i,inhibitors of VEEV 10K pilot screen=0.0
Cc1ccc(NC(=S)NC2CCCCC2)cc1S(=O)(=O)N(C)C,-12%,?,-2%,2%,2.7%,
Cc1cccc(NS(=O)(=O)c2ccc(C)c(C(=O)NCC(c3cccs3)N3CCOCC3)c2)c1 (stereo not drawn),nt,nt,-6%,nt,7.1%,
CCn1c(C)cc(=S)c2ccccc21,4%,58%,14%,4%,2.9%,
N#Cc1ccccc1OCC(=O)Nc1ccc(N2CCOCC2)cc1N1CCOCC1,nt,-15%,-3%,-10%,i,
CC[C@H](C)[C@@H]1NC(=O)c2cc([N+](=O)[O-])cc(I)c2SC[C@@H](C(N)=O)NC(=O)[C@H](CCCCN)NC1=O,20%,-1%,nt,8%,nt,
O=C(C(Sc1ccccc1)c1ccc(Br)cc1)N1CCOCC1 (stereo not drawn),8%,5%,13%,-2%,0.6%,
CCC(C)N(C(=O)c1csnn1)C(C(=O)NC1CCCC1)c1ccc(F)cc1 (stereo not drawn),1%,-8%,3%,-1%,i,
CC(C)CCN1C(=O)c2ccc(C(=O)Nc3ccc(O)cc3C(=O)O)cc2C1=O,-2%,21%,-18%,-2%,0.8%,
CCOC(=O)[C@@H]1[C@H]2COc3ccccc3[C@@H]2N2C(=O)N(c3ccc(Cl)cc3)C(=O)[C@@]12C,4%,9%,-7%,0%,0.5%,
CCOCCSc1n[nH]c(=O)n1CCc1ccccc1,-7%,-6%,-1%,-4%,3.6%,
C=CCn1c(SCCCc2ccccc2)nc2c1c(=O)[nH]c(=O)n2C,-10%,36%,9%,1%,6.1%,
CCCCc1nc2cc(C(=O)N3CCNC(=O)C3)ccc2o1,6%,-4%,3%,1%,6.1%,
C/C(CC(=O)Nc1ccc2ccccc2c1)=N\NC(=O)c1ccc(O)c(O)c1,10%,22%,2%,?,0.1%,
CCOC(=O)C1=C(COC(=O)Cc2ccc(Br)cc2)NC(=O)NC1C (stereo not drawn),11%,12%,-3%,2%,0.4%,
NC(=O)Cn1nnc(-c2ccccc2NC(=O)c2cnccn2)n1,-10%,6%,13%,4%,0.3%,
O=C(NC(c1ccccc1)c1c(O)ccc2ccccc12)c1ccccc1Cl (stereo not drawn),-8%,6%,30%,4%,i,
Cc1ccc(SCc2[nH]nc3c2C2(C(=O)N(C)c4ccccc42)C(C#N)=C(N)O3)cc1 (stereo not drawn),3%,6%,7%,0%,8.8%,
COC(=O)[C@@]1(Cc2ccccc2)[C@H]2C(=O)N(Cc3ccccc3)C(=O)[C@H]2[C@H]2CN=C(SCC3CC3)N21,nt,nt,-14%,nt,2.0%,
Cc1ccc(C2CC(c3ccc(Cl)cc3)=NNC2=O)cc1 (stereo not drawn),5%,-13%,0%,13%,3.4%,
Cc1cccc(N2CCN(C(=O)c3ccc4c(c3)c(C)c(C)n4C)CC2C)c1 (stereo not drawn),1%,19%,19%,-4%,2.6%,
COc1ccnc(N=CNOCc2cccc(C(F)(F)F)c2)c1C#N,-22%,7%,-1%,10%,0.5%,inhibitors of VEEV 10K pilot screen=0.9
Cc1cc(Br)ccc1OCC(=O)NNC(=O)Cc1ccccc1,-6%,-16%,5%,-5%,i,
COc1ccc(NC(=O)C23CC4CC(C2)CC(n2cnc(Br)n2)(C4)C3)c(OC)c1,1%,13%,1%,-2%,i,
Oc1c(CN2CCN(c3ccc(F)cc3)CC2)cc(Cl)c2cccnc12,-10%,?,26%,?,?,
CN(C)C(=O)c1ccc(NC(=O)c2cncc(Br)c2)cc1,-16%,2%,-17%,1%,3.7%,
COC(=O)c1ccc(/C=N/OCC(=O)NC2CCCCCCC2)cc1,-2%,41%,18%,5%,i,
O=C(Nc1cccc(NC(=O)c2ccccc2F)c1)c1ccccc1,-11%,-7%,-19%,2%,1.9%,
COc1ccc(C(=O)Nc2ccc(S(=O)(=O)N3CCOCC3)cc2)cc1[N+](=O)[O-],-3%,20%,1%,6%,0.5%,
CN(C)CCCn1c(=S)[nH]c2sc3c(c2c1=O)CCCC3,-6%,62%,10%,-1%,3.2%,
Cc1nc([N+](=O)[O-])c(N2CCOCC2)n1Cc1ccccc1,4%,-7%,nt,-3%,i,
COc1ccc(NC(=O)C2=NN(c3ccccc3)C(=O)CC2)cn1,nt,-10%,-5%,2%,2.1%,
O=C(Cc1c(O)c2ccccc2[nH]c1=O)NCc1cccc(F)c1,-3%,8%,16%,1%,4.5%,
CCNC(=S)Nc1ccc(C)c(Cl)c1,-2%,47%,-3%,-2%,0.6%,
COCCCNC(=S)N1CCN(C(=O)c2ccco2)CC1,-4%,-9%,-15%,0%,i,
O=C(CN1CCC(C(=O)O)CC1)Nc1ccccc1Oc1ccccc1,0%,-11%,nt,3%,0.5%,
CCCN(CCC)C(=O)CC(c1ccccc1)c1ccc(C)cc1O (stereo not drawn),7%,10%,2%,5%,i,
Cc1cc(C(=O)O)ccc1-n1c(C)cc(/C=C2\SC(=O)NC2=O)c1C,-5%,-21%,-30%,0%,0.2%,
O=C(Cc1c(F)cccc1Cl)N1CCCC1,-2%,-7%,-2%,4%,i,
O=C(Cc1ccc(F)cc1)OCC(=O)N1CCN(S(=O)(=O)c2ccc(Cl)cc2)CC1,-2%,2%,8%,5%,0.7%,
CC(C(=O)N(C)C1CCS(=O)(=O)C1)N1C(=O)/C(=C/c2ccc(F)cc2)SC1=S (stereo not drawn),-40%,-9%,9%,-1%,5.6%,
CS(=O)(=O)N(CC(=O)Nc1ccccc1C(=O)N1CCOCC1)c1cccc([N+](=O)[O-])c1,-2%,-7%,-14%,-12%,9.4%,
CC(C)(C)c1nnc(NC(=O)C2CC(=O)N(CCc3ccc(F)cc3)C2)s1 (stereo not drawn),7%,0%,6%,0%,0.2%,
CCCNC(=O)CSc1nc(Cc2ccccc2)nc2ccccc12,9%,26%,-5%,13%,0.8%,

# Next part:
SMILES,Salmonella PhoP GFP,M. tuberculosis,influenza NS1A,H37Rv inhibition,inhibitors of VEEV,others
O=C(Nc1ccccc1Cl)Nc1ccnn1C1CCN(C(=O)c2cscn2)CC1,-2%,11%,10%,7%,i,
CN1C[N+]([O-])=C(c2ccccc2)C1(C)C,-9%,-20%,-6%,-6%,i,
CN1CCCC(OC(=O)c2ccc(C(C)(C)C)cc2)C1 (stereo not drawn),-1%,2%,-5%,-2%,0.4%,
CCC(C)(C)C1CCC(=NNC(=S)Nc2ccccc2)CC1 (stereo not drawn),18%,11%,-1%,7%,2.4%,
CCOC(=O)N1CCC(NC(=O)c2cc(C(=O)Nc3ccc(OCC)cc3)ccc2CO)CC1,9%,1%,1%,-1%,2.8%,
CCOC(=O)c1cnn(-c2nc(-c3ccccc3)nc3c2COC(C)(C)C3)c1N,6%,-12%,-5%,-2%,2.2%,
CC(=O)OCCN(CCOC(C)=O)c1c(C)[nH]c(=O)[nH]c1=O,12%,-7%,-1%,6%,0.2%,
COC(=O)CSc1nnc(-c2ccc(S(=O)(=O)NCc3ccccc3Cl)cc2)o1,1%,?,-1%,?,i,
COc1ccc2c(c1)c(C(=O)N/N=C/c1ccc(OC)c(OC)c1)c(C)n2C,-1%,-6%,-3%,6%,0.7%,
